TCR-CD3 inh = human TCR-CD3 binding inhibition. TAMRA-labeled TCR probe fluorescence, biochemical. actives 0.37% (n = 360,000). AID 651800. inhibition, % at 9.4 µM; in the data active = inhibition above about 19%;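 note: recombinant mutant TCR 2C K166C tagged with TAMRA read by polarization; 0% = receptor in buffer alone and 100% = receptor with positive control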
LEDGF integ inh = blocks HIV-1 LEDGF/p75-dependent DNA integration | TR-FRET IN-LEDGF/p75 DNA integration, Eu/Cy5 | inhibition, % at 3.7 µM | actives 0.64% (n = 370,000);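 active = inhibition above the screen-wide mean plus 3 SD, cut at about 13% in these data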;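 note: signal is the Cy5 over europium emission ratio at 671 and 618 nm; 0% = plate median of compound wells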
mABHD4 FP = ABHD4 (mouse) inhibition, primary FP screen; purified mABHD4, FP-Rh probe fluorescence polarization; inhibition, % at 8.92 µM; actives 0.54% (n = 370,000); AID 720543;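 active = inhibition exceeding the mean over every tested compound plus 3 SD, cut at about 30% in these data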;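 note: 0% = plate median of compound wells and 100% = S159A mutant with DMSO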
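System: mouse ABHD4 enzyme, wild type / Medium: HEPES pH 7.0, NaCl, Pluronic buffer / Reagent: FP-Rh activity-based fluorescent probe / Control set: S159A mutant high control, sample median low control / Detection: fluorescence polarization with parallel and perpendicular emission, 525/598 nm / Schedule: 45 min + 60 min at 25 °C / Compound dosing: 8.92 µM, single dose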
PG9 binder = small molecules binding HIV-1 gp120 antibody PG9; TR-FRET gp120-PG9 antibody binding; inhibition, % at 6.7 µM; actives 0.43% (n = 360,000); AID 624416; in the data active = inhibition above about 8.5%
NR1D1 modulator = modulates human Rev-erb alpha binding to DNA; actives 0.79% (n = 370,000); Rev-erbα–FITC-DNA binding, fluorescence polarization, 90 min; activity, % at 10 µM; P20393;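 active = activity above about 14%, limit read from the data; passing the limit was not always enough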;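 note: 0% = DMSO wells with 35 nM protein and 100% = DMSO wells with 750 nM protein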
Target sequence (P20393 whole entry, looked up): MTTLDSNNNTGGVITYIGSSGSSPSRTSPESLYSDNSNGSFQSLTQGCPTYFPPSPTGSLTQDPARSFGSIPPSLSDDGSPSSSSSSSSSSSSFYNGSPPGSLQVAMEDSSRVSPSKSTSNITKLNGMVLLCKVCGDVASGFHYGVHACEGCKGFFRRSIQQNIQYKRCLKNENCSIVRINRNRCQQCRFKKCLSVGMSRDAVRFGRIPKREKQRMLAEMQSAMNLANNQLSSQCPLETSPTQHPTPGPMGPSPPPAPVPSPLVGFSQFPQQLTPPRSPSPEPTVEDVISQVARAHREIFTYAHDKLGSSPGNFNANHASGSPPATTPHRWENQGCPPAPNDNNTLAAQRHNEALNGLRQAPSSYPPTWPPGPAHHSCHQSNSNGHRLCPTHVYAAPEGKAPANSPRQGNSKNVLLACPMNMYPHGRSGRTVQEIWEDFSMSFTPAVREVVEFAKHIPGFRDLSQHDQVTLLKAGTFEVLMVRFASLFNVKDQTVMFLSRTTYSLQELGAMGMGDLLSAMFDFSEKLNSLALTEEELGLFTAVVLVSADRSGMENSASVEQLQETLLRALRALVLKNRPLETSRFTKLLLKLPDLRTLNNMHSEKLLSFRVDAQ
PRMT1 inh = PRMT1 (human) inhibition, primary screen. Q99873. recombinant PRMT1, activity-based probe fluorescence polarization. inhibition, % at 2.79 µM. actives 1.3% (n = 370,000). AID 652257;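 active = inhibition above about 21% made by adding two undisclosed values, limit read from the data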
rCAG RNA binder = binds r(CAG) RNA repeats; r(CAG) RNA repeat, TO-PRO-1 dye displacement fluorescence; inhibition, % at 3 µM; actives 1.3% (n = 370,000);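 active = inhibition above the plate cutoff, the mean of all test compounds on that plate plus 3 SD, cut at about 35% in these data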;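 note: 0% = DMSO alone and 100% = 100 µM mitoxantrone as full dye displacement; higher means more dye released from RNA so lower well fluorescence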
HTRA1 inh = HTRA1 (human) protease inhibition | Q92743 | actives 0.5% (n = 340,000) | inhibition, % at 5.96 µM | AID 504803 | recombinant HTRA1, FP-rhodamine activity-based probe, fluorescence polarization; in the data active = inhibition above about 36%;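 note: 0% = enzyme with DMSO and 100% = wells lacking enzyme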
TDP2 absorb = TDP2 (human) inhibition, absorbance primary screen. O95551. recombinant TDP2, T5PNP hydrolysis, p-nitrophenol absorbance 415 nm. inhibition, % at 12.8 µM. actives 0.34% (n = 370,000);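 active = inhibition above the mean of all tested compounds plus 3 SD, set per campaign, cut at about 25% in these data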;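 note: 0% = DMSO with enzyme and 100% = buffer with substrate but no TDP2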
Target sequence (O95551 whole entry, looked up): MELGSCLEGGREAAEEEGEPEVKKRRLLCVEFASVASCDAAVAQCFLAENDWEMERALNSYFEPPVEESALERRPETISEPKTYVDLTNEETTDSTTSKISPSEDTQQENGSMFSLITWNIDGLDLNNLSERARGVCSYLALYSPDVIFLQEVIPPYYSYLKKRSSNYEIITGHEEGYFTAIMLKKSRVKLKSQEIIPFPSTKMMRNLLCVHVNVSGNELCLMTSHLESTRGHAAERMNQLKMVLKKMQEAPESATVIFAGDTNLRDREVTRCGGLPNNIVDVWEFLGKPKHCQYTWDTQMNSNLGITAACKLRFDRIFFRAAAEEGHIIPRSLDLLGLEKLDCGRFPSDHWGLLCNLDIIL
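Assay system: Recombinant human TDP2 | Quantity: 120 nM TDP2 per well | Incubation: 2 h at 37 °C | Signal: Epi absorbance | Evaluation: Percent inhibition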
SIAE inh = inhibitors of human sialic acid acetylesterase SIAE; Q9HAT2; SIAE FP-Rh probe binding, fluorescence polarization; inhibition, % at 9.66 µM; actives 0.69% (n = 370,000);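 active = inhibition above a cutoff: mean of compounds within the control limits plus 3 SD of those, cut at about 17% in these data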;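 note: 0% = plate median of compound wells and 100% = probe without SIAE protein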
Starred values were filed as active, the others as inactive. Some of the compounds tested; count on the stated rates, not on these rows.

For Cc1c(O)c(=O)ccn1Cc1ccccc1 the results were TCR-CD3 inh 0, LEDGF integ inh 0, mABHD4 FP 8, PG9 binder -0.7, NR1D1 modulator 0, PRMT1 inh 1, rCAG RNA binder 3, HTRA1 inh -3, TDP2 absorb -1 and SIAE inh -1.
For O=C(CCn1c(=O)oc2ccccc21)Nc1ccc2c(c1)OCCO2 the results were TCR-CD3 inh 3, LEDGF integ inh -1, mABHD4 FP 8, PG9 binder -0.4, NR1D1 modulator -6, PRMT1 inh -1, rCAG RNA binder 1, HTRA1 inh 5, TDP2 absorb -1 and SIAE inh -2.
Screening O=c1cc(CN2CCC3(CC2)OCCO3)c2c(ccc3ccccc32)o1 returned TCR-CD3 inh -5, LEDGF integ inh 2, mABHD4 FP -1, PG9 binder -0.6, NR1D1 modulator -6, PRMT1 inh 3, rCAG RNA binder 0, HTRA1 inh -4, TDP2 absorb -9 and SIAE inh 4.
`COc1cccc(-n2nc(-c3ccnn3-c3ccc(F)cc3)c(=O)n(C)c2=O)c1` gave TCR-CD3 inh 7, LEDGF integ inh -2, mABHD4 FP -1, PG9 binder -1.0, NR1D1 modulator 9, PRMT1 inh 1, rCAG RNA binder -4, HTRA1 inh -6, TDP2 absorb 8 and SIAE inh 2.
For COc1cccc(C2C(C(=O)c3cccs3)=C(O)C(=O)N2c2cc(C)on2)c1 (stereo unspecified) the results were TCR-CD3 inh 4, LEDGF integ inh 3, mABHD4 FP 5, PG9 binder 5.4, NR1D1 modulator 1, PRMT1 inh 1, rCAG RNA binder 7, HTRA1 inh -1, TDP2 absorb -5 and SIAE inh -6.
Screening CC(C)(C)CC(=O)Nc1nc(C(N)Cc2ccc(C(F)(F)F)cc2)cs1 (stereo unspecified) returned TCR-CD3 inh 3, LEDGF integ inh 10, mABHD4 FP 12, PG9 binder 3.1, NR1D1 modulator 5, PRMT1 inh -2, rCAG RNA binder 2, TDP2 absorb 4 and SIAE inh 0.
For CCc1nc2ccc(C(=O)N(C)Cc3ccco3)cn2c1N(C)C(=O)Cc1ccccc1 the results were TCR-CD3 inh -10, LEDGF integ inh -2, mABHD4 FP 4, PG9 binder 0.0, NR1D1 modulator -1, PRMT1 inh 9, rCAG RNA binder 2, TDP2 absorb 3 and SIAE inh 5.
For CCOC(=O)C1=CCN(S(=O)(=O)c2ccc(Cl)cc2)C1c1cccc(F)c1 (stereo unspecified) the results were TCR-CD3 inh 6, LEDGF integ inh 0, mABHD4 FP -8, PG9 binder 0.0, NR1D1 modulator -7, PRMT1 inh 3, rCAG RNA binder 1, TDP2 absorb -6 and SIAE inh 2.
O=C(CN1CCN(S(=O)(=O)c2ccc(Br)cc2)CC1)N/N=C/c1ccc(Br)s1 was read as TCR-CD3 inh -4, LEDGF integ inh -1, mABHD4 FP -13, PG9 binder 0.3, NR1D1 modulator 2, PRMT1 inh 6, rCAG RNA binder 5, HTRA1 inh -20, TDP2 absorb -13 and SIAE inh -1.
`COc1ccc(C(C(=O)Nc2ccc(C(C)C)cc2)N(C)C(=O)c2ccc(=O)[nH]c2)cc1` (stereo unspecified) gave TCR-CD3 inh 2, LEDGF integ inh 0, mABHD4 FP 3, PG9 binder -0.7, NR1D1 modulator 1, PRMT1 inh 3, rCAG RNA binder -4, TDP2 absorb 0 and SIAE inh -9.
Screening CC(C)(C)c1nc(-c2ccccc2)nc2c1OCCC2 returned TCR-CD3 inh 6, LEDGF integ inh -2, mABHD4 FP 2, PG9 binder -1.4, NR1D1 modulator 9, PRMT1 inh 0, rCAG RNA binder -1, HTRA1 inh -2, TDP2 absorb 11 and SIAE inh -4.
COC(=O)C1=C(C)OC(N)=C(C#N)C1C1CCCCC1 (stereo unspecified) was read as TCR-CD3 inh -1, LEDGF integ inh 7, mABHD4 FP -12, PG9 binder -1.7, NR1D1 modulator 0, PRMT1 inh -5, rCAG RNA binder -4, HTRA1 inh -7, TDP2 absorb 0 and SIAE inh 3.
O=C(Nc1ccc(F)cc1)NC1CCCCCCC1 was read as TCR-CD3 inh 9, LEDGF integ inh -1, mABHD4 FP -3, PG9 binder -0.9, NR1D1 modulator 2, PRMT1 inh -2, rCAG RNA binder 3, HTRA1 inh -9, TDP2 absorb -4 and SIAE inh 0.
Screening Cc1nc2c(OCC(=O)c3ccc(F)cc3)cccn2c1N(C)Cc1cccs1 returned TCR-CD3 inh -7, LEDGF integ inh 0, mABHD4 FP 1, PG9 binder 0.7, NR1D1 modulator 4, PRMT1 inh 4, rCAG RNA binder 5, TDP2 absorb 13 and SIAE inh 6.
`CCOc1ccc(NC(=O)CN(C)C(=O)c2ccccc2OCc2cccc(C)c2)cc1OCC` gave TCR-CD3 inh 5, LEDGF integ inh 4, mABHD4 FP 1, PG9 binder -1.2, NR1D1 modulator 4, PRMT1 inh -1, rCAG RNA binder -2, HTRA1 inh -8, TDP2 absorb 0 and SIAE inh -4.
For CN(C)c1ccc(-c2ccc3c(=O)c4ccccc4n(C)c3c2)cn1 the results were TCR-CD3 inh 7, LEDGF integ inh -4, mABHD4 FP 14, PG9 binder 2.7, NR1D1 modulator -12, PRMT1 inh 2, rCAG RNA binder 9, HTRA1 inh -3, TDP2 absorb -4 and SIAE inh -46.
`C=CCOc1ccc(/C=C/C(=O)OCC(=O)NCc2cccs2)cc1` gave TCR-CD3 inh 3, LEDGF integ inh 1, mABHD4 FP -7, PG9 binder -1.3, NR1D1 modulator 2, PRMT1 inh 1, rCAG RNA binder 0, HTRA1 inh -5, TDP2 absorb 7 and SIAE inh 2.
For Cc1ccc(S(=O)(=O)N(C)c2ccc(C(=O)NCC(c3ccco3)N3CCCC3)cc2)cc1 (stereo unspecified) the results were TCR-CD3 inh 7, LEDGF integ inh -2, mABHD4 FP 7, PG9 binder -0.7, NR1D1 modulator -1, PRMT1 inh -1, rCAG RNA binder 2, HTRA1 inh -2, TDP2 absorb -3 and SIAE inh 1.
Screening C=CCN(c1cccc(C(F)(F)F)c1)S(=O)(=O)c1cccc(C(=O)OCC(=O)NCCC)c1 returned TCR-CD3 inh 5, LEDGF integ inh 3, mABHD4 FP -26, PG9 binder -3.2, NR1D1 modulator -2, PRMT1 inh -1, rCAG RNA binder -5, HTRA1 inh -22, TDP2 absorb 1 and SIAE inh -3.
Screening COc1ccc(CCNC(=O)CCC(=O)c2cccs2)cc1OC returned TCR-CD3 inh -4, LEDGF integ inh -2, mABHD4 FP 2, PG9 binder 0.9, NR1D1 modulator 0, PRMT1 inh 1, rCAG RNA binder -1, HTRA1 inh 2, TDP2 absorb 3 and SIAE inh 16.
c1ccc(Cc2nnc3sc(-c4ccncc4)nn23)cc1 was read as TCR-CD3 inh 5, LEDGF integ inh 1, mABHD4 FP -1, PG9 binder 1.1, NR1D1 modulator 0, PRMT1 inh 0, rCAG RNA binder -6, HTRA1 inh -1, TDP2 absorb 2 and SIAE inh 1.
Screening O=C1c2ccccc2NC(c2ccccc2O)N1NS(=O)(=O)c1ccccc1 (stereo unspecified) returned TCR-CD3 inh 9, LEDGF integ inh 0, mABHD4 FP 3, PG9 binder 0.6, NR1D1 modulator -1, PRMT1 inh -3, rCAG RNA binder 3, HTRA1 inh -1, TDP2 absorb 10 and SIAE inh 6.
`OCCCNC(=S)Nc1ccc(Nc2ccccc2)cc1` gave TCR-CD3 inh -5, LEDGF integ inh -8, mABHD4 FP 0, PG9 binder -4.1, NR1D1 modulator -2, PRMT1 inh 7, rCAG RNA binder 1, HTRA1 inh 5, TDP2 absorb -12 and SIAE inh 4.
Screening Cc1onc(C(=O)N2CCN(C(c3ccccc3)c3ccccc3)CC2)c1Br returned LEDGF integ inh 6, mABHD4 FP 1, NR1D1 modulator 0, PRMT1 inh -5, TDP2 absorb 1 and SIAE inh 1.
Screening Cc1ccc(N(CC(N)=O)C2SC(=O)NC2=O)cc1 (stereo unspecified) returned TCR-CD3 inh -1, LEDGF integ inh 3, mABHD4 FP -3, PG9 binder -0.4, NR1D1 modulator 3, PRMT1 inh 8, rCAG RNA binder 5, HTRA1 inh 5, TDP2 absorb -5 and SIAE inh 3.
For COc1ccc(Cc2nc3ccc(C(=O)NC(C)c4cn(C)nc4C)cc3o2)cc1 (stereo unspecified) the results were TCR-CD3 inh 2, LEDGF integ inh -1, mABHD4 FP 3, PG9 binder -2.1, NR1D1 modulator -2, PRMT1 inh 0, rCAG RNA binder -3, HTRA1 inh -6, TDP2 absorb -2 and SIAE inh 7.
Screening CC(=O)NCCNc1nc2cc(-c3ccsc3)sc2c(=O)n1C returned TCR-CD3 inh -5, LEDGF integ inh -2, mABHD4 FP 2, PG9 binder 3.4, NR1D1 modulator 6, PRMT1 inh -1, rCAG RNA binder 3, TDP2 absorb -10 and SIAE inh -9.
CC1Cc2ccccc2N1C(=O)c1ccc2nccnc2c1 (stereo unspecified) was read as TCR-CD3 inh -5, LEDGF integ inh -6, mABHD4 FP 2, PG9 binder 0.1, NR1D1 modulator -4, PRMT1 inh 4, rCAG RNA binder -6, HTRA1 inh 4, TDP2 absorb -1 and SIAE inh 1.
COc1ccc(-c2cc(C(F)(F)F)n3nc(C)cc3n2)cc1 was read as TCR-CD3 inh -3, LEDGF integ inh -4, mABHD4 FP -3, PG9 binder -0.4, NR1D1 modulator -1, PRMT1 inh 0, rCAG RNA binder 0, HTRA1 inh -5, TDP2 absorb -6 and SIAE inh -5.
`COc1cc(OC)cc(-c2nnc(SCC(=O)N3CCCCC3)o2)c1` gave TCR-CD3 inh -3, LEDGF integ inh -3, mABHD4 FP 6, PG9 binder -1.1, NR1D1 modulator 6, PRMT1 inh -1, rCAG RNA binder 0, HTRA1 inh -1, TDP2 absorb -1 and SIAE inh -7.
For CC(=O)c1cc(C#N)c(SCC(=O)OC(C)C)nc1C the results were TCR-CD3 inh -2, LEDGF integ inh 1, mABHD4 FP -3, PG9 binder -3.2, NR1D1 modulator -2, PRMT1 inh -1, rCAG RNA binder -7, HTRA1 inh -1, TDP2 absorb 3 and SIAE inh 3.
For CC(C)(Cc1ccc(O)cc1)NC(=O)CC(=O)N/N=C/c1ccc([N+](=O)[O-])cc1 the results were TCR-CD3 inh 0, LEDGF integ inh 4, mABHD4 FP 3, PG9 binder -2.6, NR1D1 modulator 5, PRMT1 inh 0, rCAG RNA binder -1, HTRA1 inh 2, TDP2 absorb -9 and SIAE inh 1.
For O=C(CNC(=O)C1CCCCC1)Nc1cc(Cl)cc(Cl)c1 the results were TCR-CD3 inh 3, LEDGF integ inh 0, mABHD4 FP -11, PG9 binder 0.0, NR1D1 modulator -4, PRMT1 inh 0, rCAG RNA binder -2, HTRA1 inh 4, TDP2 absorb 12 and SIAE inh -2.

By substructure, the entries above containing an aryl thioether with sulfur outside any ring
`COc1cc(OC)cc(-c2nnc(SCC(=O)N3CCCCC3)o2)c1` gave TCR-CD3 inh -3, LEDGF integ inh -3, mABHD4 FP 6, PG9 binder -1.1, NR1D1 modulator 6, PRMT1 inh -1, rCAG RNA binder 0, HTRA1 inh -1, TDP2 absorb -1 and SIAE inh -7.
For CC(=O)c1cc(C#N)c(SCC(=O)OC(C)C)nc1C the results were TCR-CD3 inh -2, LEDGF integ inh 1, mABHD4 FP -3, PG9 binder -3.2, NR1D1 modulator -2, PRMT1 inh -1, rCAG RNA binder -7, HTRA1 inh -1, TDP2 absorb 3 and SIAE inh 3.

Assay outcomes deposited in PubChem BioAssay by several laboratories.
